NALP1 yeast inh: NALP1 inhibition | S. cerevisiae NALP1/ASC/caspase-1 growth, X-gal OD620, 72 h | inhibition, % at 10 µM | hit rate 0.61% among 280,000; in the data active = inhibition mostly above about 24%, no sharp cut-off; inactive = mostly below about 32%; also: some compounds called inactive have numbers as strong as hits
V1R ag counter: counter-screen for oxytocin receptor agonists: human V1a receptor agonists. hit rate 0.25% among 320,000. CHO-V1R cells, Fluo-8 calcium fluorescence, agonist mode; 0% DMSO, 100% 3 nM vasopressin. P37288. activation, % at 3 µM;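 active = activation above the mean activation of all tested compounds plus 3 SD, per screening run, cut at about 20% in these data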;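 also: signal is peak over basal fluorescence ratio across a 100 second FLIPR read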
MEKK3 PB1 HTS: raises or lowers MEK5 binding to the human MEKK3 PB1 domain; Q99759; bead-based flow cytometry, Alexa488-MEK5 binding to MEKK3; actives lie on both sides; 0 = blocked by unlabeled MEK5, 100 = vehicle; binding response (% of control), % at 10 µM; hit rate 1.4% among 290,000;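 active = binding response more than 3 SD above or below the average of its plate-row segment, actives on both sides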;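 also: Alexa488 bead fluorescence after subtracting the streptavidin-only scavenger bead signal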
GPR7 antag: human neuropeptides B/W receptor 1 antagonism; hit rate 1.1% among 290,000; inhibition, % at 4.4 µM; AID 1861; GPR7-expressing cells, fluorescence antagonist assay; in the data active = inhibition above about 16%, passing the limit was not always enough;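 also: cells stimulated with the agonist NPW; 0% = agonist with vehicle and 100% = vehicle without agonist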
Target sequence (P48145 whole entry, looked up): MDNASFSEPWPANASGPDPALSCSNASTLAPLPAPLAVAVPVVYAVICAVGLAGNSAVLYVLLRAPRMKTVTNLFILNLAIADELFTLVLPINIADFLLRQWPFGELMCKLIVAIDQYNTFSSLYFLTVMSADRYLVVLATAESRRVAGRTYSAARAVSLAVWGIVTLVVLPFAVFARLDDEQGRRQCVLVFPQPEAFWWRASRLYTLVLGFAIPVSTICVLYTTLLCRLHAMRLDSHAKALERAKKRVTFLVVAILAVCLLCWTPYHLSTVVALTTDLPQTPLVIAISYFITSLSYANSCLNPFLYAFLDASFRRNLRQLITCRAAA
MEKK2mut PB1 HTS: signal of MEK5 binding to mutant human MEKK2 PB1 domain; bead flow cytometry, Alexa488-MEK5 binding to MEKK2 mutant; percent response, % at 10 µM; hit rate 0.35% among 290,000; AID 1530; in the data active = percent response above about 24%, passing the limit was not always enough; also: inactives centre near 1; some results filed as inactive read as strong as hits; reference of the scale not given here
OXTR ag: human OXTR agonism. CHO-OTR cells, Fluo-8 calcium fluorescence; normalized: DMSO 0%, oxytocin 100%. activation, % at 3 µM. hit rate 0.32% among 320,000. AID 2435;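 active = activation above the mean of all tested compounds plus 3 SD, cutoff set per screening run, cut at about 20% in these data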;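 also: peak over basal fluorescence ratio from a 100 s FLIPR kinetic read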
GalR3 antagonist: antagonists of human GalR3 | HEK293 GalR3-CNG cAMP membrane potential fluorescence; galR3 body fused to GalR1 C-terminus | inhibition, % at 3 µM | O60755 | hit rate 0.44% among 360,000 | AID 651719;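 active = inhibition above the screen-wide average plus 3 SD, cut at about 13% in these data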;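 also: forskolin and galanin both at EC90 stimulate the cells; cAMP rise reported by CNG channel membrane potential dye signal; 0% = forskolin plus galanin with DMSO and 100% = forskolin alone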
Target sequence (O60755 1-299 limits assumed): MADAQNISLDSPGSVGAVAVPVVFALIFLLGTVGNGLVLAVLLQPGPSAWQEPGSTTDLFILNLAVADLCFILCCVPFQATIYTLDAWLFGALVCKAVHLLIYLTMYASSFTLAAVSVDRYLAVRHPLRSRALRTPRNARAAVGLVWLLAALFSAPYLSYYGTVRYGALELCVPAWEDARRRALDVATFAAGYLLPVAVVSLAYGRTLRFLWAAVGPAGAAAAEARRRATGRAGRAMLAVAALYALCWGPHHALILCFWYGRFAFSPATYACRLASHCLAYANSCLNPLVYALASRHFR
MEKK2 WT-MEK5: raises or lowers MEK5 binding to wildtype human MEKK2 PB1 domain. Q9Y2U5. bead flow cytometry, Alexa488-MEK5 binding to MEKK2 WT; actives lie on both sides. binding response (% of control), % at 10 µM. hit rate 1.1% among 290,000. AID 1531; in the data active = binding response below about 67% or above about 130%
PHOSPHO1 block: blocks human PHOSPHO1 phosphatase activity; Q8TCT1; recombinant PHOSPHO1, absorbance phosphatase assay; inhibition, % at 13.3 µM; hit rate 1.1% among 290,000; AID 1565; in the data active = inhibition above about 60%
Target sequence (Q8TCT1 whole entry, looked up): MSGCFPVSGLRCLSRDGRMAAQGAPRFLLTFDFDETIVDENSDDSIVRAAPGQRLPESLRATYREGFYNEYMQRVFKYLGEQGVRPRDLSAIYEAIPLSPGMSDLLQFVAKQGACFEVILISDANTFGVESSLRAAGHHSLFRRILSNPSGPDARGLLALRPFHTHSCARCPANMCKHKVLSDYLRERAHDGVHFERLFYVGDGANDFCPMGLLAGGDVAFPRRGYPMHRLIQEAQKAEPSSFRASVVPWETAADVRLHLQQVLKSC
Starred values were filed as active, the others as inactive; x = not tested or not shown.

1: O=C(CCC(=O)OCC(=O)c1ccc(Cl)cc1Cl)Nc1cccc2cccnc12
2: CCC(Sc1nc2cc3c(cc2c(=O)n1Cc1ccco1)OCO3)C(=O)Nc1cccc(OC)c1 (configuration not stated)
3: O=C(CSc1nnc(NC(=O)c2cccc(F)c2)s1)NCc1ccco1
4: COc1ccc(C)cc1N=Nc1ccc(O)c2ncccc12
5: Cc1ccc(-n2nc(C)c3c2NC2=C(C(=O)CC(C)(C)C2)C3c2ccccc2OCC(=O)O)cc1 (configuration not stated)
6: O=C(NCc1ccc(Cl)s1)C1CCC(=O)N(CCc2ccccn2)C1 (configuration not stated)
7: CCN(CC)C(=O)CSc1nnc(-c2cnccn2)n1-c1ccccc1
8: COC(=O)c1ccc(C(=O)N=c2sccn2C)cc1

entry no.,1,2,3,4,5,6,7,8
NALP1 yeast inh,27,9,6,19,2,16,1,14
V1R ag counter,0.0,0.7,0.1,x,-0.1,0.1,0.1,-0.6
MEKK3 PB1 HTS,98,104,102,94,105,102,98,106
GPR7 antag,-1,-6,-10,-13,-6,-2,-2,2
MEKK2mut PB1 HTS,-4,-1,6,5,1,10,1,9
OXTR ag,-0.1,-1.2,-0.4,x,-0.8,-0.9,0.6,-0.3
GalR3 antagonist,-8,-2,-3,-5,-3,-8,0,-9
MEKK2 WT-MEK5,94,101,106,107,107,107,98,108
PHOSPHO1 block,-3,46,43,-17,33,45,14,27

9: O=C(NCc1ccco1)c1nn2cccnc2c1Cl
10: CCOc1ccc(C(=O)NCCc2cnc[nH]2)cc1OCC
11: COc1ccc(-c2nnn(CC(=O)N(CCCN3CCOCC3)C(C(=O)NC3CCCC3)c3ccco3)n2)cc1 (configuration not stated)
12: O=C(c1ccccc1F)N1CCCC(C(=O)N2CCc3ccccc3C2)C1 (configuration not stated)
13: CCN(CC(=O)NC(C)(C)C)C(=O)CN1c2cccc3cccc(c23)S1(=O)=O
14: CCOC(=O)Nc1ccc2c(CN(C)Cc3ccc(F)cc3)cc(=O)oc2c1
15: O=C(COC(=O)CCNS(=O)(=O)c1cccc(C(F)(F)F)c1)NC(=O)NC1CCCCC1
16: CCOC(=O)c1cnn(-c2ccccc2)c1-n1cccc1C(=O)C(=O)Nc1ccc(F)cc1

entry no.,9,10,11,12,13,14,15,16
NALP1 yeast inh,0,14,-13,-17,5,-9,10,12
V1R ag counter,0.7,0.3,0.0,-1.6,1.7,0.3,5.7,1.9
MEKK3 PB1 HTS,97,103,104,104,99,100,90,95
GPR7 antag,-8,-11,-4,-5,13,8,12,1
MEKK2mut PB1 HTS,-2,-3,-7,11,2,-3,-7,-3
OXTR ag,0.5,-0.7,-0.5,-1.4,-0.7,-0.5,8.2,-0.1
GalR3 antagonist,-6,-10,-3,-4,-7,-7,-6,4
MEKK2 WT-MEK5,92,99,100,105,100,90,92,97
PHOSPHO1 block,48,42,37,24,26,19,-5,30

17: O=C(Cc1ccccc1)NCCSCc1ccc(Cl)cc1
18: O=C(NCCN1CCOCC1)c1cccn2c(=O)c3c4c(sc3nc12)CCCC4
19: CC1=NN(c2ccccc2)C(=O)/C1=C/c1cccs1
20: O=C(Nc1nccs1)c1ccc(Cl)cc1[N+](=O)[O-]
21: CCCCN1CC[C@H]2C=CC[C@@H](C(=O)Nc3nccs3)[C@H]2C1=O
22: CCOc1ccc(OCC)c(NC(=O)CCCN2C(=O)c3cccnc3C2=O)c1
23: O=C(O)c1ccc(CN(Cc2ccccc2)S(=O)(=O)c2ccc(Cl)cc2)cc1
24: Cc1nc(SCC(=O)NCC2CCCO2)c2oc3ccccc3c2n1 (configuration not stated)

entry no.,17,18,19,20,21,22,23,24
NALP1 yeast inh,13,x,29,-2,x,x,12,-10
V1R ag counter,-1.3,-0.9,0.4,0.5,-0.2,-1.1,0.6,0.2
MEKK3 PB1 HTS,103,99,120,103,107,106,101,89
GPR7 antag,-3,-12,8,-4,x,11,-1,-3
MEKK2mut PB1 HTS,18,-4,-1,6,0,0,-3,-2
OXTR ag,-2.1,0.1,-1.1,-0.2,-0.4,-1.3,1.2,0.6
GalR3 antagonist,-1,x,-1,-7,-4,-2,-7,-3
MEKK2 WT-MEK5,103,97,106,102,103,100,100,92
PHOSPHO1 block,18,8,-7,37,x,-18,13,-4

Gathered by group: those above with a Cl atom.
1: O=C(CCC(=O)OCC(=O)c1ccc(Cl)cc1Cl)Nc1cccc2cccnc12
6: O=C(NCc1ccc(Cl)s1)C1CCC(=O)N(CCc2ccccn2)C1 (configuration not stated)
9: O=C(NCc1ccco1)c1nn2cccnc2c1Cl
17: O=C(Cc1ccccc1)NCCSCc1ccc(Cl)cc1
20: O=C(Nc1nccs1)c1ccc(Cl)cc1[N+](=O)[O-]
23: O=C(O)c1ccc(CN(Cc2ccccc2)S(=O)(=O)c2ccc(Cl)cc2)cc1

entry no.,1,6,9,17,20,23
NALP1 yeast inh,27,16,0,13,-2,12
V1R ag counter,0.0,0.1,0.7,-1.3,0.5,0.6
MEKK3 PB1 HTS,98,102,97,103,103,101
GPR7 antag,-1,-2,-8,-3,-4,-1
MEKK2mut PB1 HTS,-4,10,-2,18,6,-3
OXTR ag,-0.1,-0.9,0.5,-2.1,-0.2,1.2
GalR3 antagonist,-8,-8,-6,-1,-7,-7
MEKK2 WT-MEK5,94,107,92,103,102,100
PHOSPHO1 block,-3,45,48,18,37,13

(cont.)
25: COc1cccc(-c2nnc(SCC(=O)NCc3ccc4c(c3)OCO4)n2Cc2ccco2)c1
26: Cc1c(C(=O)O)oc2ccc(S(=O)(=O)NCc3ccccc3)cc12
27: Cc1ccc(S(=O)(=O)N2CCCC(C(=O)NNCC(=O)Nc3cc(F)ccc3F)C2)cc1 (configuration not stated)
28: CCOc1ccc(/C=N/NC(=S)NC2CC3CC2C2C=CCC32)cc1 (configuration not stated)
29: CC(C)(C)NC(=O)Cn1c(SCC(=O)Nc2nccs2)nc2ccccc21
30: CCc1nn2cc(C(=O)c3cc(C)ccc3O)cnc2c1-c1ccc(F)cc1
31: COc1ccc(NC(=O)c2cc(S(=O)(=O)N3CCCCC3)c[nH]2)c(OC)c1
32: O=C(O)C1CC=CCC1C(=O)Nc1ccccc1C(=O)N1CCN(c2ccc(F)cc2)CC1 (configuration not stated)

entry no.,25,26,27,28,29,30,31,32
NALP1 yeast inh,11,3,5,9,16,15,20,28
V1R ag counter,-0.7,0.7,-1.2,-1.0,-0.6,-0.5,0.1,6.8
MEKK3 PB1 HTS,97,99,100,106,98,89,94,100
GPR7 antag,25*,-13,-1,-13,1,-4,2,-6
MEKK2mut PB1 HTS,1,5,0,1,0,-1,-5,1
OXTR ag,-2.6,-0.2,-2.2,-0.5,-0.9,-1.6,-0.9,0.2
GalR3 antagonist,-3,-6,-6,-3,-5,3,5,10
MEKK2 WT-MEK5,96,98,101,101,103,98,89,99
PHOSPHO1 block,76*,-10,24,-6,-17,-16,-26,4

33: CC1(C)CC(=O)c2c(O)cc(O)cc2O1
34: CCCc1nc2ccccc2c(=O)n1CC(=O)c1ccc(F)cc1
35: O=C(NCCN1CCCCCC1)c1ccc(N2CCCC2=O)cc1
36: CN1CCS/C1=C/C=C1/SC(=S)N(Cc2ccccc2)C1=O
37: Nn1c(COc2cccc(Cl)c2)nc2ccccc2c1=O
38: COc1ccc(C2C(C#N)=C(N)Oc3c2c(C)nn3-c2ccccc2)cc1Cn1nc(C)c([N+](=O)[O-])c1C (configuration not stated)
39: Cc1ccc(S(=O)(=O)n2cnc3ccccc32)c(C)c1
40: COc1ccc(S(=O)(=O)N2CCOCC2)cc1NC(=O)Cc1coc2cc(C)c(C)cc12

entry no.,33,34,35,36,37,38,39,40
NALP1 yeast inh,2,2,11,20,33,15,41*,6
V1R ag counter,-0.4,-0.8,1.2,7.1,0.1,2.6,-0.2,-0.1
MEKK3 PB1 HTS,99,104,101,95,103,103,100,100
GPR7 antag,-6,-2,-1,8,6,19,36*,0
MEKK2mut PB1 HTS,5,9,9,-2,-2,0,0,-5
OXTR ag,1.8,-2.0,0.8,17,-0.5,1.3,-0.3,-0.8
GalR3 antagonist,1,-9,5,-4,-5,-1,-2,-2
MEKK2 WT-MEK5,97,104,145*,69,96,96,103,92
PHOSPHO1 block,20,-7,-3,6,-8,31,10,10

41: COCCn1nnnc1C(c1ccc(OC)cc1)N1CCN(C(=O)c2ccco2)CC1 (configuration not stated)
42: Cc1c(/C=C/C(=O)c2ccc(Cl)s2)cnn1C
43: Cc1nn(C(C)(C)C)c(NC(=O)c2ccc(Cl)cc2)c1Br
44: Cc1ccc(NC(=O)c2cccs2)cc1NC(=O)c1cccnc1
45: CN1C(=S)SC(N(O)C(=O)Nc2ccc(Cl)c(Cl)c2)C1(C)C (configuration not stated)
46: Cc1ccc(-n2c(C)cc(C(=O)COC(=O)c3ccc[nH]c3=O)c2C)cc1C
47: COc1ccccc1NC(=O)COc1ccccc1
48: O=C(CN1CCC(N2CCCCC2)CC1)N1CCOCC1

entry no.,41,42,43,44,45,46,47,48
NALP1 yeast inh,13,2,14,24,14,24,6,6
V1R ag counter,0.5,0.9,1.0,-0.3,10,-0.4,-0.5,-0.1
MEKK3 PB1 HTS,104,109,109,107,97,92,95,103
GPR7 antag,-6,3,-7,-8,-14,-11,3,-12
MEKK2mut PB1 HTS,6,4,7,0,-1,-2,-3,7
OXTR ag,0.9,0.7,-1.8,0.7,9.9,-0.6,-1.2,0.2
GalR3 antagonist,-11,1,-5,-1,0,-4,-3,-5
MEKK2 WT-MEK5,104,100,104,98,98,94,90,108
PHOSPHO1 block,12,-4,-2,17,-22,-6,4,-14

49: CCOC(=O)c1c(NC(=O)c2ccccc2)sc2c1CCc1ccccc1-2
50: CCCC1Nc2ccc(C(=O)O)cc2C2C=CCC12 (configuration not stated)
51: COc1ccc(CCNC(=O)c2cc(C(=O)c3cc(Cl)ccc3O)cn(CCc3ccc(OC)cc3)c2=O)cc1
52: CN(C)S(=O)(=O)c1cccc(NC(=O)c2n[nH]c(=O)c3ccccc23)c1
53: COC(=O)CSc1nnc(-c2ccccn2)n1N
54: COc1ccc(Cl)c(NC(=O)Cn2nnc(-c3ccccc3N)n2)c1
55: CCCNC(=O)c1cc(-c2ccccc2)c(N2CCCCC2)s1
56: CCOC(=O)c1csc(NC(=O)C2CCCCC2)n1

entry no.,49,50,51,52,53,54,55,56
NALP1 yeast inh,29,26,30,13,15,7,12,10
V1R ag counter,0.7,-0.3,0.4,1.4,-0.7,4.8,-0.2,0.2
MEKK3 PB1 HTS,112,101,100,99,105,99,108,103
GPR7 antag,-18,-1,-2,-16,-7,-5,-19,-2
MEKK2mut PB1 HTS,-4,-2,-1,5,18,-1,5,5
OXTR ag,0.1,0.1,-1.0,2.2,0.5,10.0,-0.7,-0.7
GalR3 antagonist,-2,x,-12,0,-5,-5,-13,-1
MEKK2 WT-MEK5,101,102,99,104,98,95,105,107
PHOSPHO1 block,-8,8,-16,-6,28,4,26,-14

57: CCC(CC)C(=O)Nc1cc(=O)n(C)c(=O)n1C
58: C#CC(C)(C)NC(=O)CSc1nc2c(c(=O)n(C)c(=O)n2C)n1CCCC
59: Cc1ccc(S(=O)(=O)Cn2nnnc2C(c2ccc(F)cc2)N2CCCCC2)cc1 (configuration not stated)
60: O=C(COC(=O)c1c2c(nc3ccccc13)CCCC2)c1cccs1
61: COc1ccc(C2CC(=O)c3cnc(N4CCc5ccccc54)nc3C2)c(OC)c1 (configuration not stated)

entry no.,57,58,59,60,61
NALP1 yeast inh,-7,-7,1,13,-2
V1R ag counter,1.4,-0.4,0.0,0.1,0.5
MEKK3 PB1 HTS,100,108,101,101,111
GPR7 antag,10,-4,-11,-4,-6
MEKK2mut PB1 HTS,-1,6,1,-1,-2
OXTR ag,0.0,-0.9,-0.4,-1.0,1.2
GalR3 antagonist,0,0,-3,1,x
MEKK2 WT-MEK5,102,106,98,101,102
PHOSPHO1 block,-12,-2,-6,7,1
